GlmU inhibition = inhibition of mycobacterial GlmU enzyme – biochemical, glucosamine-1-phosphate acetyltransferase (AID 1376); Bifunctional protein GlmU (Mycobacterium tuberculosis (strain ATCC 25618 / H37Rv)); M. tuberculosis GlmU acetyltransferase enzyme assay; higher % means a stronger effect; inhibition, %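 (tested at 30 µM in the primary screen)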, or IC50 in µM where a hit was titrated; hit rate 0.25% among 220,000; in the data active = inhibition above about 13%;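 note: 0% = complete reaction with vehicle and 100% = reaction without substrate; strong numbers were not always called active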
Mtb RmlCD inh = M. tuberculosis RmlC/RmlD coupled enzyme inhibitors, primary screen, biochemical, compound mixtures, 384-well, from 1536-well plates | inhibition, % at 3.6 µM | RmlC+RmlD coupled enzyme assay, percent inhibition; primary screen in compound mixtures | hit rate 0.03% among 160,000; in the data active = inhibition mostly above about 34%, no sharp cut-off; note: some results filed as inactive read as strong as hits
Target sequence (P9WH09 whole entry, looked up): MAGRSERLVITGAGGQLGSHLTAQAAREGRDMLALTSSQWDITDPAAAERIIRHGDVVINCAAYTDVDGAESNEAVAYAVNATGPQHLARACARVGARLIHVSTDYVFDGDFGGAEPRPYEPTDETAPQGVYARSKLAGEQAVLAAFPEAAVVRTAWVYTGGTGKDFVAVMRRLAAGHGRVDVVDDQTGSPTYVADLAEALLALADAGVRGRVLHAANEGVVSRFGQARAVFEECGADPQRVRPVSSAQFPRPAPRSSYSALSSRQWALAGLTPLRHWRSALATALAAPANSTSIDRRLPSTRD
Target sequence (P9WH11 whole entry, looked up): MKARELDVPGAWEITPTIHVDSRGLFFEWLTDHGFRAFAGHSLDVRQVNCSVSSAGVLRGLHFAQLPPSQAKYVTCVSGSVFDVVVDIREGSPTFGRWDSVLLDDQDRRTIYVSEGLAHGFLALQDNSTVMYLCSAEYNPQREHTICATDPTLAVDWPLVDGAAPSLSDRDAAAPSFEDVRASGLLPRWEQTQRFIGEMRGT
An asterisk follows results filed as active; . = no result given; & = joins results of further samples. A portion of the library; the hit share may differ from the screen's.

SMILES	GlmU inhibition	Mtb RmlCD inh
C/C(=N\NC(=O)c1ccncc1)c1ccc(N(C)C)cc1	5.5%	.
CCOc1ccc(NC2OC(C)C(O)C(O)C2O)c([N+](=O)[O-])c1 (stereo not given)	3.1%	-6
O=C(NCCN1CCN(c2ccccc2)CC1)C1(S(=O)(=O)c2ccc(Cl)cc2)CC1	-1.4%	-2
CCC(=O)Nc1cccc(NC(=S)NC(=O)c2cc3ccccc3o2)c1	0.2%	9
COc1ccc(C2C3=C(CCCC3=O)Nc3nc(SCc4ccc(C(=O)O)cc4)nn32)cc1OC (stereo not given)	4.1%	3
NN1C(=O)NC(c2ccccc2)(c2ccccc2)C1=O	-4.2%	-11
O=C(Nc1nnc(-c2ccco2)s1)c1ccccc1	6.2%	-2
CCc1ccc2c(c1)C(C)=CC(C)(C)N2	-2.3%	-17
COc1cccc(NC(=S)Nc2cc(C)cc(C)n2)c1	3.8%	.
c1cnc2c(Oc3ncnc4sccc34)cccc2c1	2.9%	.
CC(=O)OC1(c2ccccc2)CCN(C)C2CCCCC21 (stereo not given)	5.6%	-7
Cc1cc(-c2nc(C)c(-c3nnc(SCC(=O)Nc4cc(Cl)cc(Cl)c4)n3C)s2)no1	10.0%	-10
COCCN(Cc1ccccc1)C(=S)Nc1ccc(OC(F)F)cc1	3.5%	9
CCOC(=O)C1(CCCc2ccccc2)CCN(C(=O)c2ocnc2C)CC1	3.4%	.
COc1ccc(NC(=O)NCc2ccccc2F)cc1OC	-3.6%	-5
CCOc1ccc(NC(=O)c2cc3ccccc3cc2O)cc1	-0.2%	-17
O=C1CN(C(=O)COC(=O)CNS(=O)(=O)/C=C/c2ccccc2)c2ccccc2N1	-1.9%	-9
Cc1c(Br)c(=O)oc2c(C)c(O)ccc12	-2.0%	-1
CCn1c(SCC(=O)Nc2cccc(C(C)=O)c2)nnc1C(C)C	2.5%	-8
Cc1cc(NC(=O)CCC(=O)N(Cc2ccco2)C(C(=O)NC2CCCC2)c2ccccc2C)no1 (stereo not given)	3.4%	.
COc1ccc(C(=O)NC(C)c2cc(OC)c(OC)cc2Br)cc1 (stereo not given)	2.7%	10
CC1Nc2ccccc2C(=O)N1NS(C)(=O)=O (stereo not given)	2.0%	25
CC(=O)c1ccc(NC(=O)CN2CCN(c3ncccn3)CC2)cc1	3.7%	9
COc1cccc(/C=N/n2nnc3c(cnn3-c3ccccc3)c2=O)c1	.	-3
CCOC(=O)C1=C(N)Oc2c(oc(CO)cc2=O)C1c1ccc(Cl)cc1 (stereo not given)	-0.9%	-2
N#CCC1c2ccccc2CCN1C(=O)Nc1cccc(Cl)c1 (stereo not given)	-2.4%	10
CC(=O)NC(CC(=O)Nc1cccc(S(=O)(=O)N2CCCCC2)c1)c1ccccc1 (stereo not given)	-4.0%	3
CC(=O)c1c(C)n(C)c2ccc(O)cc12	-0.7%	.
COc1cccc(-c2cc(C(F)(F)F)c3c(N)c(C#N)sc3n2)c1	.	9
COc1cccc(NS(=O)(=O)c2ccc3c(c2)CCCN3C(C)=O)c1	6.2%	3
O=C(CSc1ccccc1Cl)NC1CCCc2ccccc21 (stereo not given)	6.3%	2
Cc1cccc(N2CCc3c2nc2ccccc2c3N)c1	-3.2%&-10%	-11
CCc1nnc(NC(=O)C2CCCO2)s1 (stereo not given)	-2.6%	-2
c1ccc(-c2nnc(-c3ccco3)o2)cc1	-0.4%	6
C[N+](C)(C)CC/C=C1/c2ccccc2CSc2ccccc21	3.7%	.
CC1(C)CC(=O)c2cc(C(=O)NC3CCSC3=O)c(=O)n(-c3ccc(Cl)cc3)c2C1 (stereo not given)	2.1%	-4
CCn1c(C)[n+](CC)c2ccc(C(=O)N(C)c3ccccc3)cc21	0.0%	.
COc1cccc2cc(C(=O)Nc3ccc(F)cc3)c(=Nc3ccc(C(=O)O)cc3)oc12	-7.0%	.
CC(=O)Nc1ccccc1NS(=O)(=O)c1ccc(Cl)cc1	-6.3%	.
Cc1cc(C)c2nc(N3CCC(C(=O)NCCCN4CC(C)CC(C)C4)CC3)sc2c1 (stereo not given)	-9.8%	8

An excerpt from above in order of number of heavy atoms, descending.
SMILES	GlmU inhibition	Mtb RmlCD inh
COc1cccc2cc(C(=O)Nc3ccc(F)cc3)c(=Nc3ccc(C(=O)O)cc3)oc12	-7.0%	.
Cc1cc(C)c2nc(N3CCC(C(=O)NCCCN4CC(C)CC(C)C4)CC3)sc2c1 (stereo not given)	-9.8%	8
CC(=O)NC(CC(=O)Nc1cccc(S(=O)(=O)N2CCCCC2)c1)c1ccccc1 (stereo not given)	-4.0%	3
CCOC(=O)C1=C(N)Oc2c(oc(CO)cc2=O)C1c1ccc(Cl)cc1 (stereo not given)	-0.9%	-2
CC(=O)c1ccc(NC(=O)CN2CCN(c3ncccn3)CC2)cc1	3.7%	9
COc1cccc(-c2cc(C(F)(F)F)c3c(N)c(C#N)sc3n2)c1	.	9
N#CCC1c2ccccc2CCN1C(=O)Nc1cccc(Cl)c1 (stereo not given)	-2.4%	10
O=C(CSc1ccccc1Cl)NC1CCCc2ccccc21 (stereo not given)	6.3%	2
Cc1cccc(N2CCc3c2nc2ccccc2c3N)c1	-3.2%&-10%	-11
CC1Nc2ccccc2C(=O)N1NS(C)(=O)=O (stereo not given)	2.0%	25
c1ccc(-c2nnc(-c3ccco3)o2)cc1	-0.4%	6
CCc1nnc(NC(=O)C2CCCO2)s1 (stereo not given)	-2.6%	-2

Next part
SMILES	GlmU inhibition	Mtb RmlCD inh
C=CCn1c(=O)c2ccccc2n2c(SCc3csc(-c4ccccc4)n3)nnc12	6.3%	-8
Cc1c(N2C(=O)CSC2c2ccc(F)cc2)c(=O)n(-c2ccccc2)n1C (stereo not given)	-0.9%	-9
O=C(O)/C=C/S(=O)(=O)c1ccc2ccccc2c1	7.4%	-10
O=C(CSC1=NCCS1)c1ccc(Cl)cc1	-4.0%	4
COC(=O)c1sc(S(=O)(=O)N2CCCCC2C(=O)O)c(C(=O)OC)c1C (stereo not given)	-0.9%	2
Cc1cc(Cl)cc(Cl)c1CNc1c([N+](=O)[O-])c(=O)oc2ccccc12	-0.7%	11
COc1cc(-n2c(=O)c3ccccc3n(Cc3ccccc3)c2=O)cc(OC)c1OC	-1.8%	.
CCCCN1C(=O)C(=O)NC[C@@H]1C(C)O (stereo not given in full)	-2.4%	3
CCCCn1c(SCC(=O)N(C)C)nnc1-c1ccncc1	-1.2%	10
Cc1ccc(-n2ncc3c(=O)n(CC#N)cnc32)cc1	-2.7%	-6
COc1cc(NC(=S)NC(=O)c2cccs2)ccc1NC(=O)C(C)C	-10%	12
Cc1ccc(SCCC(=O)Nc2cc(C)on2)cc1	-1.2%	7
CCNC(=O)c1ccc(C23CC4CC(CC(C4)C2)C3)o1	1.3%	-5
C=C1CCN(C(C)C(=O)OC)S(=O)(=O)c2ccccc21 (stereo not given)	7.1%	.
COC(=O)/C(C(C)=O)=C(/C=C/C=C/N(C)C)N(C)C	6.2%	-2
CCn1c2ccc(C)cc2c2nnc(NN)nc21	5.4%	-13
CCc1c(C)sc(NC(=O)C2CC2c2ccccc2)c1C(N)=O (stereo not given)	0.1%	.
CC(C)Sc1cc(N2CCCC2)nc(-c2ccc(F)cc2)n1	3.1%	-1
COc1cc([N+](=O)[O-])cc(CN2CCCCC2)c1O	-4.6%	.
O=C(Cc1ccc([N+](=O)[O-])cc1)N1CCN(Cc2ccc3c(c2)OCO3)CC1	2.4%	-6

In another format: entries from further up.
Every second line gives: GlmU inhibition	Mtb RmlCD inh
CCc1ccc2c(c1)C(C)=CC(C)(C)N2
  -2.3%	-17
COc1cccc(NC(=S)Nc2cc(C)cc(C)n2)c1
  3.8%	.
c1cnc2c(Oc3ncnc4sccc34)cccc2c1
  2.9%	.

(more compounds)
SMILES	GlmU inhibition	Mtb RmlCD inh
CCOc1ccc(C(C)=O)cc1CC(C(N)=O)C(N)=O	.	4
C=CCn1c(Cc2csc(N)n2)nnc1SCC(=O)Nc1ccc(C(=O)OCC)cc1	-3.5%	11
Cc1ccc(-n2nnnc2SCC(=O)Nc2c(C)n(C)n(-c3ccccc3)c2=O)cc1	0.1%	1
Cc1ccc(N(CC2CO2)S(=O)(=O)c2ccc(C)cc2)cc1 (stereo not given)	7.3%	-12
C#CCOCCOCCOCCNc1nc(N2CCN(C(=O)C([C@@H](C)CC)n3cc(C(N)CO)nn3)CC2)nc(N2CCN(C(=O)[C@H](CCC(=O)O)n3cc(C(N)Cc4ccc(O)cc4)nn3)CC2)n1 (stereo not given in full)	9.3%	4
Cc1ccc2[nH]cc(C(=O)CCl)c2c1	2.2%	.
COc1ccc2[nH]c(=O)c(CN(Cc3ccccc3)Cc3nnnn3CC3CCCO3)cc2c1 (stereo not given)	2.5%	-27
Cc1ccc(NC(=O)c2cccc(NC(=O)CCC(=O)O)c2)cc1C	-2.6%	-8
O=C(CCn1c(=O)sc2ccccc21)NCCN1CCOCC1	-6.2%	.
CCc1ccc(N2C(=O)NC(=O)C(CCc3ccncc3)(CCc3ccncc3)C2=O)cc1	1.5%	-2
COc1ccc(CCn2c(NN=C3CCCCC3)nc3c2c(=O)[nH]c(=O)n3C)cc1	2.2%	5
Cn1c(NC(=O)c2ccccc2)cc(=O)n(C)c1=O	-6.9%	-5
COCCn1c(=N)c(C(=O)NCCc2ccc(OC)cc2)cc2c(=O)n3cccc(C)c3nc21	-0.3%	11
CSc1cc(C)n(-c2ccc(Cl)cc2)c(=S)c1C(C)=O	-2.4%	.
Cc1cccc(OCC(=O)Nc2ccccc2N2CCN(C(=O)C(C)C)CC2)c1C	2.2%	13
COc1cccc(C(=O)NCC(=O)OCC(=O)Nc2ncc(Cl)cc2Cl)c1	-7.2%	7
Cc1ccc(NC(=O)c2cc3ccccc3o2)cc1S(=O)(=O)N(C)C	5.0%	.
COc1ccc(NC(=O)C2(c3ccc(NC(=O)c4ccc(OC)c(OC)c4)cc3)CCCC2)cc1	1.0%	-4
CCC(CC)c1nnc(NC(=O)c2ccc(S(=O)(=O)N3CCc4ccccc4C3)cc2)s1	3.9%	3
Cc1cc(C)c(S(=O)(=O)c2ccc(Cl)cc2)c(Cl)n1	-4.5%	6
COc1ccc(C(=O)/C=C/c2ccccc2C(F)(F)F)cc1	-1.0%	-8
CC(C)NC(=O)/C=C/C(=O)O	8.1%	2
CCOc1ccc(/C=N/NC(=S)NC2CC3C=CC2C3)cc1 (stereo not given)	-0.6%	-5
CCOC(=O)c1c(NC2OC(=O)c3c2ccc(OC)c3OC)sc(C(=O)OC(C)(C)C)c1C (stereo not given)	0.1%	-7
O=C(CSc1nc(O)c(Cc2ccccc2)c(=O)[nH]1)Nc1nc2c(s1)CCCC2	-0.1%	9
CC(=O)NNC1=Nc2ccccc2N(C)C(C)C1 (stereo not given)	8.8%	.
CSc1nncn1/N=C/c1ccc2c(c1)OCO2	2.1%	24
COc1ccc2[nH]c(=O)c(CN(Cc3ccc4c(c3)OCO4)C(C)=O)cc2c1	3.9%	6
CN1CCN(c2ccc(NC(=O)c3ccc(-c4ccc(Br)cc4)o3)cc2)CC1	-11%	-4
C/C(=N\O)C(=O)NCCN1CCCCC1	6.2%	31
O=C(NC1CCN(C(=O)c2cccs2)CC1)c1ccccc1	-0.1%	8
CCOC(=O)N1CCN(C(=S)Nc2ccccc2C)CC1	1.8%	.
Cc1ccc(NC(=O)Cn2ccsc2=N)c([N+](=O)[O-])c1	-0.8%	-4
COc1ccc(OCCC(=O)OCC(=O)Nc2cccc(S(=O)(=O)N3CCOCC3)c2)cc1	-3.5%	-15
CC1CCN(c2ccc(C(=O)O)cc2NS(=O)(=O)c2ccc(Br)cc2)CC1	3.0%	.
N#Cc1ccc(C23CC4(C2)[C@H](CN(CC2CCCCC2)[C@@H]4c2ccccc2)C3c2ccc(C(F)(F)F)cc2)cc1 (stereo not given in full)	-2.6%	.
CC1=CC(C)(C)NC(=S)N1c1cccc2cc(S(=O)(=O)O)ccc12	.	7
O=S(=O)(NCc1cn2ccccc2n1)c1ccccc1F	-0.2%	13
CC(=O)CSc1nnc(CSc2ncccn2)n1C1CCCCC1	-6.3%	.
Cc1cccc(N(C)S(=O)(=O)c2ccc3[nH]cc(C(=O)N4CCOCC4)c(=O)c3c2)c1	8.7%	.
Cc1nnc(SCCn2c(N3CCCCC3)nc3c2c(=O)[nH]c(=O)n3C)s1	0.8%	.
CCOC(=O)C1(Cc2cccc(OC)c2)CCN(C/C=C/c2ccccc2)CC1	-5.2%	-6
CCC(C)OC(=O)C(C)Oc1ccc(-c2ccccc2)cc1 (stereo not given)	-0.3%	.
CCC(CC)C(=O)c1c[nH]c(C(=O)O)c1	-2.9%	.
COCCCNC(=O)CSc1nc2sc(C(=O)OC)c(C)c2c(=O)n1N	2.8%	7
COc1ccc2nc(NC(=O)c3ccc(-n4nc(C)cc4C)cc3)sc2c1	4.2%	.
CCC1CN(C(=O)Nc2ccc(C)cc2)c2cc(C)ccc2O1 (stereo not given)	6.1%	-7
CCCCn1c(SCC(=O)N2c3ccccc3CCc3ccccc32)nc2c1c(=O)n(C)c(=O)n2C	1.4%	-9
Cc1ccccc1CC1(CO)CCCN(C(=O)c2ccccc2Cl)C1 (stereo not given)	-3.5%	5
Nc1cc(Cl)c2nonc2c1[N+](=O)[O-]	-2.2%	-4
COC(=O)[C@@H]1[C@@H](C#N)C2(c3ccccc3-c3ccccc32)N(c2ccc(Cl)cc2)N1C#N	2.4%	.
O=C(CN1C(=O)C2C3C=CC(C3)C2C1=O)NC1CCCc2ccccc21 (stereo not given)	-1.3%	4
COC(=O)C1=C(C(=O)OC)[C@@H]2N(C)c3ccccc3[C@@]23C[C@@H](C(=O)OC)N(C(=O)c2cccs2)C3=N1	-1.9%	.
CC(C)(C)OC(=O)N1CCN(C(=O)Nc2ccc3c(c2)OCCO3)CC1	4.6%	-9
CC(C)COc1cccc(C(=O)NC(=S)NCc2cccnc2)c1	-5.6%	8

High-throughput results (PubChem BioAssay)
